# Casp7 inh = allosteric or competitive inhibitors of human caspase-7. P55210. Potency, µM (highest dose often 57.5 µM), for inactives: at the highest dose activity change, negative = inhibition, most hits filed as inhibitors. actives 0.02% (n = 75,000). recombinant caspase-7, Ac-DEVD-AFC fluorescence rate; active means well fitted inhibition curve with a large enough effect in the main read-out, with a control signal flat, not every such curve was filed as active; inconclusive means small, poorly fitted or top-dose-only effect, or a change in a side signal; further: potency means the concentration at half of the fitted maximal effect; % of control where 0% means no effect
# Target sequence (P55210 24-198 limits assumed): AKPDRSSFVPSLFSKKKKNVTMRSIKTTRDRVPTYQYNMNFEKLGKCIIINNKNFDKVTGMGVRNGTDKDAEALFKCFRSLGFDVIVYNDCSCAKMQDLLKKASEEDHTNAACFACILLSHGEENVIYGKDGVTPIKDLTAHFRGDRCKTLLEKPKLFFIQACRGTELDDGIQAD
# Target sequence (P55210 207-303 limits assumed): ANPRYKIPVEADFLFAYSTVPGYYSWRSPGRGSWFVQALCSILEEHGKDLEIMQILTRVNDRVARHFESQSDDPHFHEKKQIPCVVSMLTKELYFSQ
# CRE-bla Fsk = modulators of forskolin-stimulated CRE signaling in CHO cells; Potency, µM (series often up to 38.2 µM), inactives show top-dose activity change, negative = inhibition, most hits filed as activators; CHO CRE-bla reporter (cAMP response element driving beta-lactamase), forskolin EC10, beta-lactamase ratio; actives 2.5% (n = 71,000); AID 662; active means well fitted activation curve with a large enough effect in the signal ratio, with a control signal flat, not every such curve was filed as active; inconclusive means small, poorly fitted or top-dose-only effect, or effect the other way, or a change in a side signal; the % refers to the signal ratio; further: potency means the concentration at half of the fitted maximal effect; % of control where 0% means no effect
#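 Modulation of forskolin signalling: compounds in titration series added with EC10 NKH 477 to CHO cells carrying a CRE-driven beta-lactamase reporter, 3 h, 37C. CCF4 FRET ratio (460/530 nm, ex 405 nm) gives %activity and AC50.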
# HEK293 cAMP ctrl = raises cAMP in parental HEK293 cells, TSHR agonist counter-screen | Potency, µM (doses to about 57.1 µM), for the others: top-dose activation, actives largely listed as activators | AID 938 | actives 2.5% (n = 73,000) | parental HEK293 CNG cAMP sensor, membrane potential fluorescence; further: potency means the concentration at half of the fitted maximal effect; % of control where 0% means no effect; nearly all actives have a fitted effect of over 55% in size
#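 Counterscreen for endogenous-receptor signalling: CNG-channel HEK 293 cells report cAMP rise by membrane depolarization. After 60 min dye equilibration with 100 uM RO 20-1724, compounds incubated 30 min before bottom-read fluorescence at 590 nm.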
# Caspase-1 inhib = blocks human caspase-1 allosterically or competitively; Caspase-1 enzyme, Ac-WEHD-AFC fluorogenic rate; Potency, µM (series often up to 57.5 µM), inactives show at the top dose activity change, negative = inhibition, usual class: inhibitors; P29466; actives 0.03% (n = 75,000);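 further: potency means the concentration at half of the fitted maximal effect; plate controls were vehicle for no effect and no substrate for full effect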
# Tau fil binding = binds recombinant human tau filaments. Potency, µM (top dose mostly 57.1 µM), for inactives: top-dose activity change, negative = inhibition. AID 596. recombinant tau filaments, thioflavin S fluorescence, 15 h; filaments grown with octadecylsulfate alongside compound. actives 2% (n = 71,000);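 further: potency means the concentration at half of the fitted maximal effect; on the % scale 0 is the no-effect control and ±100 the full control effect; actives lower thioflavin S fluorescence by blocking filaments or displacing dye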
# Target sequence (P10636 whole entry, looked up): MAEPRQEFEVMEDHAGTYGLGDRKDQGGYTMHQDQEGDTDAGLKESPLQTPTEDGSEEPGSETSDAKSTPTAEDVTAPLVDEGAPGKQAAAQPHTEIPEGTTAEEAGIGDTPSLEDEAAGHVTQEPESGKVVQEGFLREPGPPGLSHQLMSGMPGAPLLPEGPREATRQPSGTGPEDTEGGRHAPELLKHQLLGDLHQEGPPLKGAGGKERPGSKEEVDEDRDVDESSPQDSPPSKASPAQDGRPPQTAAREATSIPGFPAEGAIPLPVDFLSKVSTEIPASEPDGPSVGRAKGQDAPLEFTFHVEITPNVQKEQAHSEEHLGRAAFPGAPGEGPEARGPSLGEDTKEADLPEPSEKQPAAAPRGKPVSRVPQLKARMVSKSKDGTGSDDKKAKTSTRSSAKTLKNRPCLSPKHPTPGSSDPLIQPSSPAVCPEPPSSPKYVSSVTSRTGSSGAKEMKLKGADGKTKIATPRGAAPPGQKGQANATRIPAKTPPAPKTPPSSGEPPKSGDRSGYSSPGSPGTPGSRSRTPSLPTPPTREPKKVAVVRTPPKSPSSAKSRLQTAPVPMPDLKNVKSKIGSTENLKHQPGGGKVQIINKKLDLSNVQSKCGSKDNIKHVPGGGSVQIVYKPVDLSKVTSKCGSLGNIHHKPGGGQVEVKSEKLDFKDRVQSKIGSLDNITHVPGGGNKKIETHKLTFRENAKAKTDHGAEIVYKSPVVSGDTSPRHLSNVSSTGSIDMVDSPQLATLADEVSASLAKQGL
#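 His-tagged recombinant human tau (exons 2, 3, 10; 1 uM final) fibrillized with 30 uM sodium octadecylsulfate, 15 h at 37 C, in pH 7.4 HEPES buffer with 10 uM thioflavine S and 5 mM DTT. Reduced ThS fluorescence (450/510 nm) marks activity.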
# USP2a inhib = inhibitors of human ubiquitin-specific protease USP2a. USP2a enzymatic assay, qHTS inhibition. Potency, µM (titrated, usually from 38.3 µM), without a hit: top-dose activity change, negative = inhibition, most hits filed as inhibitors. actives 0.1% (n = 60,000);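 further: potency means the concentration at half of the fitted maximal effect; nearly all actives have a fitted effect of over 60% in size; plate controls were DMSO for no effect and NEM full inhibition control for full effect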
#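 USP2 core (20nM final) preincubated 30 min RT with compound, then Ub-PLA2 20nM and NBD C6-HPC 20uM final added; buffer 20mM Tris-HCl pH 8.0, 2mM CaCl2. Fluorescence Ex 460/Em 535 read at 0 and 2.5 h; normalized to NEM.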
# Luciferase inh = blocks Photinus pyralis firefly luciferase activity. AID 411. actives 2.2% (n = 72,000). purified firefly luciferase, luminescence, 8 min. P08659. Potency, µM (highest dose often 57.1 µM), without a hit: at the highest dose activity change, negative = inhibition, usual class: inhibitors; further: potency means the concentration at half of the fitted maximal effect; on the % scale 0 is the no-effect control and ±100 the full control effect; nearly all actives have a fitted effect of over 40% in size
#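 Here, luciferase activity is measured as luminescence following an 8 min room-temperature reaction at 10 uM ATP, pH 7.2. Every library sample is titrated.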
# A350 autofl = A350 region autofluorescence; Compound autofluorescence, 340/450 nm, Alexa 350 dye-equivalents; active compounds read high; max dye-equivalent concentration, M; actives 11% (n = 59,000); in the data active means max dye-equivalent concentration above about 10 nM; inconclusive means mostly about 1.1 nM to 9.6 nM
# ERK AVP block = inhibitors of vasopressin-stimulated ERK signaling pathway. HEK293-V1b, vasopressin-stimulated pERK AlphaScreen. Potency, µM (highest dose often 57.5 µM), inactives show top-dose activity, negative = inhibition, actives largely listed as inhibitors. actives 0.99% (n = 72,000); further: potency means the concentration at half of the fitted maximal effect; on the % scale 0 is the no-effect control and ±100 the full control effect; nearly all actives have a fitted effect of over 55% in size
#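 qHTS, compounds titrated on V1b-expressing HEK293 cells. Preincubation 30 min at 37C, vasopressin 25 nM for 5 min, lysis 10 min, bead incubation 5 hr at room temperature.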
# BRCT PPI red = BRCT-phosphoprotein interaction inhibition (red fluorophore); P38398; BRCT-phosphopeptide binding, red fluorescence polarization; Potency, µM (highest dose often 76.9 µM), for inactives: top-dose activity change, negative = inhibition, actives largely listed as inhibitors; actives 0.03% (n = 75,000); AID 892; further: on the % scale 0 is the no-effect control and ±100 the full control effect
#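 Fluorescence polarization: 100 nM His-tagged BRCA1 BRCT with 100 nM TAMRA-labelled phospho-BACH1 decapeptide, phosphate buffer pH 7.3 with 150 mM NaCl, DTT, 0.01% Tween 20; 12 min RT. Binding inhibition seen as FP decrease.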
# BRCT inh green = inhibitors of human BRCA1 BRCT-phosphoprotein interaction (green fluorophore) | P38398 | Potency, µM (doses to about 76.9 µM), without a hit: top-dose activity change, negative = inhibition, actives largely listed as inhibitors | BRCA1 BRCT-phosphopeptide binding, green fluorescence polarization | actives 0.05% (n = 75,000) | AID 875;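 further: potency means the concentration at half of the fitted maximal effect; plate controls were peptide without protein for full effect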
#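 Compounds were incubated for 12 min at room temperature with a complex of 100 nM fluorescein-tagged pBACH1 decapeptide and 250 nM His-tagged BRCT protein. Buffer was phosphate pH 7.3 with EDTA, DTT and Tween 20. Disruption of binding lowers the polarization signal.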
# * marks the source's active call; other numbers are inactive results; i = inactive; ? = inconclusive; . = no result given; [ ] = another dose, or the depositor's remark. Unless noted, the call rests on the fitted dose curve; in most records, active means well fitted curve in the direction sought with a large enough effect; inconclusive means small, poorly fitted or top-dose-only effect, or another doubt; inactive means no such curve, though single readings can be large; an effect the other way counts as inactive or inconclusive. Outcome played no part in choosing rows (roughly 16% active in at least one column).
SMILES,Casp7 inh,CRE-bla Fsk,HEK293 cAMP ctrl,Caspase-1 inhib,Tau fil binding,USP2a inhib,Luciferase inh,A350 autofl,ERK AVP block,BRCT PPI red,BRCT inh green
COc1ccc(N(CC(=O)NCc2cccnc2)S(=O)(=O)c2c(C)nn(C)c2C)cc1,-1%,3%,-4%,1%,4%,.,-7%,.,-8%,0.7%,1.6%
Cc1ccccc1N(CC(=O)NCc1ccc2c(c1)OCO2)C(=O)CCC(=O)Nc1ccccn1,0%,-15%,?,2%,-1%,19%,-2%,i,-20%,-3.5%,0.0%
O=C1NC(=O)c2cc(NC(=O)C3CCCCC3)ccc21,-3%,0%,9%,-2%,-4%,6%,0%,1.7e-07M*,-4%,0.9%,-0.1%
Cn1c(=O)n(Cc2ccccc2F)c(=O)c2c1nc1n2CCCN1CCc1ccccc1,-2%,?,-12%,-3%,1%,8%,-1%,i,-15%,-2.7%,-2.3%
COc1ccccc1-c1nnc(SCC(=O)Nc2cc(C)on2)o1,1%,0%,24%,1%,8%,50%[activator],2%,i,0%,-1.2%,1.1%
Cc1ccc(-n2c(CNc3ccc(F)cc3)nnc2SCC(=O)NCc2ccco2)cc1,2%,-9%,15%,-2%,-15%,.,4%,i,-2%,0.2%,0.2%
COc1ccc(C(=O)N2CCC3(CCN(C(=O)Nc4ccccc4)CC3)CC2)cc1,-1%,-14%,-5%,-4%,0%,27%,1%[11.4 µM],i,0%,-0.8%,2.4%
Cc1nnc(NC(=O)NCN2C(=O)C3C4C=CC(C4)C3C2=O)s1 (stereo unspecified),1%,-1%,1%,-1%,-2%,1%,2%,i,30%[activator],-0.6%,-1.1%
O=C(Nc1ccc2c(c1)OCCO2)C1CCN(S(=O)(=O)Cc2ccccc2)CC1,8%,0%,-13%,4%,-6%,-4%,0%,i,4%,0.1%,-2.6%
O=C1OCCC1Sc1nc2ccccc2n1Cc1ccccc1 (stereo unspecified),1%,6%,7%,0%,0%,8%,3%,i,?,0.9%,-0.1%
CN1C(=O)NC(NC(=O)c2cccs2)(C(F)(F)F)C1=O (stereo unspecified),0%,?,21%,-2%,5%,-6%,1%,i,-5%,1.1%,-2.3%
O=C1c2ccccc2C(=O)N1CCCOCc1c[nH]c(=O)[nH]c1=O,0%,3%,5%,-1%,1%,-6%,2%,i,-22%,-1.0%,-1.0%

# Marked active in A350 autofl (from the list above):
Structure	Casp7 inh	CRE-bla Fsk	Caspase-1 inhib	Tau fil binding	Luciferase inh	A350 autofl	ERK AVP block	BRCT PPI red	BRCT inh green
O=C1NC(=O)c2cc(NC(=O)C3CCCCC3)ccc21	-3%	0%	-2%	-4%	0%	1.7e-07M*	-4%	0.9%	-0.1%

# The main list resumes, repeating the 2 entries before the break.
SMILES,Casp7 inh,CRE-bla Fsk,HEK293 cAMP ctrl,Caspase-1 inhib,Tau fil binding,USP2a inhib,Luciferase inh,A350 autofl,ERK AVP block,BRCT PPI red,BRCT inh green
CN1C(=O)NC(NC(=O)c2cccs2)(C(F)(F)F)C1=O (stereo unspecified),0%,?,21%,-2%,5%,-6%,1%,i,-5%,1.1%,-2.3%
O=C1c2ccccc2C(=O)N1CCCOCc1c[nH]c(=O)[nH]c1=O,0%,3%,5%,-1%,1%,-6%,2%,i,-22%,-1.0%,-1.0%
COc1ccc(-c2nc(CN3CCC(C(=O)NC4CCCc5ccccc54)CC3)c(C)o2)cc1OC (stereo unspecified),1%,20%,8%,-1%,15%,10%,6%,i,-10%,-0.4%,-0.2%
CCOC(=O)C1CCN(C(=O)c2cn(C)c(=O)c3cc(OC)c(OC)cc23)CC1,-1%,?,6%,2%,0%,1%,0%,i,?,1.8%,0.5%
CCC1CCCCN1S(=O)(=O)c1ccc(NC(=O)CSc2ncccc2C(=O)O)cc1 (stereo unspecified),2%,-7%,9%,0%,12%,7%,-1%,i,-3%,1.8%,0.0%
CCn1ncc(Br)c1C(=O)Nc1nccs1,0%,12%,4%,-1%,3%,-10%,1%,?,-18%,0.3%,-1.5%
Cc1ccc(NC2=Nc3ccccc3CS2)cc1,-1%,-11%,-9%,2%,12%,0%,4µM*,i,-18%,0.6%,-0.8%
O=C(O)c1cccc(Cn2cc(Br)cn2)c1,-1%,0%,7%,-1%,-9%,6%,3%,i,-16%,-0.6%,-1.0%
CCOc1ccccc1NC(=O)CN1C(=O)COc2ccc(Cl)cc21,-3%,2%,?,-4%,108%,.,3%,.,.,-0.1%,-1.6%
O=c1c(O)cc(C2Oc3cc(O)cc(O)c3CC2O)cc2c(C3Oc4cc(O)cc(O)c4CC3O)cc(O)c(O)c12 (stereo unspecified),-27%,.,.,?,.,?,.,.,-27%,-16%,-10%
CS(=O)(=O)Nc1ccc(C(=O)NCCc2ccccc2)cc1,0%,0%,?,2%,4%,-3%,-1%,i,-19%,-0.6%,-1.1%
O=C(Nc1ccc2c(c1)OCO2)c1cnn2cccnc12,-4%,?,4%,1%,-28%,3%,20µM*,i,-23%,2.2%,1.0%
CCN(CC)C(=O)C1CC(=O)N(c2ccc(F)c(Cl)c2)C1 (stereo unspecified),-2%,0%,9%,1%,0%,-3%,2%,i,12%,-0.3%,-2.1%
COc1ccc(S(=O)(=O)Nc2cccc(SC)c2)cc1OC,-2%,-3%,18%,-2%,7%,7%,2%,i,7%,-0.2%,-0.1%
OC(C#Cc1ccccn1)c1cccs1 (stereo unspecified),-19%,-25%,9%,-14%,28%,26%,-10%,i,26%,-3.2%,-6.5%
Cc1cc(NC(=O)CSc2cn(CCNC(=O)c3ccc(F)cc3)c3ccccc23)no1,-1%,-5%,9%,0%,8%,25%,-23%,i,5%,0.3%,0.6%
O=C(O)CCCC(=O)Nc1nc(-c2ccccc2)cs1,2%[0.00368 µM],-5%,5%,0%,-4%,-4%,3%,?,-3%,-0.3%,-1.7%
COc1ccc(NC(=O)C(CCS(C)(=O)=O)NC(C)=O)cc1 (stereo unspecified),1%,-7%,13%,-2%,4%,0%,-1%,i,9%,0.5%,-1.2%
O=C(OCC(=O)N1CCN(C(=O)c2ccco2)CC1)c1sc2ccccc2c1Cl,0%,-6%,10%,-1%,31%,27%,1%,i,16%,-0.1%,-1.8%
CC1CCCN(C(=O)c2cc3c(-c4ccc(Cl)cc4)nn(C)c3s2)C1 (stereo unspecified),-9%,3.2µM*,10%,-4%,70%,.,2%,.,-14%,-1.5%,-2.7%
COCCCNC(=O)CCc1nc(-c2ccccc2)no1,-1%,?,16%,-2%,16%,13%,1%,i,9%,-1.1%,0.9%
O=C(COc1ccccc1)Nn1cnc2ccccc21,9%,?,2%,3%,-3%,-5%,2%,?,16%,0.4%,-1.6%
N#Cc1c(N)nc(SCc2ccccc2)c(C#N)c1-c1ccco1,-19%,3.2µM*,15%,-9%,-11%,40%[activator],1%,4.8e-08M*,-13%,0.5%,1.7%
CCC1Oc2ccccc2N(CC(=O)NCCCN2CCCCC2C)C1=O (stereo unspecified),0%,3%,5%,-2%,-2%,1%,1%,i,-8%,0.4%,-0.6%
Cn1c(=O)c2c(nc(CN3CCN(Cc4ccccc4)CC3)n2CCN2CCOCC2)n(C)c1=O,-1%,1%,6%,-2%,-9%,7%,2%,i,-5%,-0.4%,-1.5%
O=C(/C=C/c1ccc(O)cc1)c1cccs1,-8%,.,.,-3%,.,.,.,.,16µM*,-0.6%,11%
O=C(O)C1C2C=CC3(CN(C4CCCC4)C(=O)C13)O2 (stereo unspecified),0%,0%,2%,3%,1%,.,2%,.,-8%,1.7%,-0.8%
O=C(O)CCSc1nnc(-c2ccc3c(c2)OCO3)o1,1%[0.00368 µM],-8%,15%,0%,3%,-7%,-22%,i,-2%,-0.7%,-1.5%
O=C(c1ccc(Cl)cc1)C1C2C(=O)N(c3ccccc3)C(=O)C2C2CCCN21 (stereo unspecified),-14%,?,7%,-10%,64%,46%[activator],2%,i,4%,-0.2%,9.9%
O=c1nc(-c2ccccc2)cn[nH]1,0%,-2%,-3%,-4%,3%,-11%,1%,?,-10%,-2.7%,-1.8%
CCN=C1SC(CC(=O)Nc2ccccc2)C(=O)N1CC (stereo unspecified),0%[0.00368 µM],24%,-8%,-2%,4%,-2%,0%,?,-20%,-0.9%,-1.3%
CC(C)NC(=O)C1CCCN(S(=O)(=O)c2cccs2)C1 (stereo unspecified),0%,10%,13%,2%,2%,-3%,1%,i,-9%,0.3%,-0.6%
COc1ccc(N2CCN(C(c3ccccc3OC)c3nnnn3Cc3ccco3)CC2)cc1 (stereo unspecified),0%,2%,22%,-3%,-16%,67%[activator],4%,i,4%,-1.8%,-1.0%
Cc1ccsc1-c1nc(CSCC(=O)NCCN2CCCC2)c(C)o1,1%,?,5%,1%,-4%,1%,3%,i,17%,1.2%,0.5%
